Screening results: PubChem BioAssay, Broad Institute
miR122 inh: inhibitors of miR-122 in Huh7 cells; 340,000 compounds, 0.3% hits; Huh7 miR-122 Renilla luciferase sensor, 48 h; neutral wells = 0, positive control = 100; activation (reporter increase), % at 12.5 µM;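 active = mean replicate activation score at least 90 and every replicate individually at or above 90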;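 note: higher luciferase means less miR-122 activity so hits act as miR-122 inhibitors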
An asterisk follows results filed as active.

Structure | miR122 inh
COc1ccccc1NC(=O)C(C)NS(=O)(=O)c1ccccc1 (configuration not stated) | -0.5
COc1cc(/C=N/n2cnnc2)ccc1OCc1ccc(C)cc1 | -9.2
O=[n+]1c2c(n([O-])c3c1CCCC3)CCCC2 | -4.7
O=C(Oc1nsnc1N1CCCCC1)N1CCOCC1 | 3.3
OC1(c2cccc(C(F)(F)F)c2)CCN(c2ncnc3c2[nH]c2ccc(F)cc23)CC1 | -0.7
Cc1sc2nc(-c3ccco3)oc(=O)c2c1C | 10.1
CCN1CCN(c2ncnc3c2sc2nc(N4CCOCC4)c4c(c23)CCC4)CC1 | 1.5
CCOC(=O)c1c(-c2ccc(C)o2)csc1NC(=S)NC(=O)c1ccccc1Br | -2.4
N#Cc1c2ncn(CC(=O)c3ccc(Br)cc3)c(=O)c2c2n1CCC2 | -2.7
CCCOc1ccc(C2/C(=C(/O)c3ccccc3)C(=O)C(=O)N2CCCN(C)C)cc1OC (configuration not stated) | -0.1

(further entries)
Structure | miR122 inh
Cc1cc2nc(SCCN3CCOCC3)[nH]c2cc1C | 5.3
CCOC(=O)c1c(N)nn(C(=O)C(C)C)c1-c1ccccc1 | -12.1
CCOC(=O)C1CCCN(C(=O)COC(=O)C2=COCCO2)C1 (configuration not stated) | -3.4
COc1cccc(N2CCN(c3ccc4nnc(CCC(=O)Nc5ccc(C)cn5)n4n3)CC2)c1 | -4.8
O=C(c1ccc2c(c1)OCO2)N1CCNc2ccccc2C1 | 2.4
COc1cc(C2NC(=O)NC(C)=C2C(=O)OC(C)C)ccc1OC(=O)c1ccco1 (configuration not stated) | -4.8
C=CCNC(=S)NNC(=O)CCC(O)CCCCC (configuration not stated) | -4.2
O=C1CCCCCN1CSc1nc2ccccc2s1 | 1.0
COC(=O)c1ccc(CSc2nnnn2-c2ccccc2)o1 | 1.7
CC(=O)c1ccccc1OCCCN1CCCCC1 | -3.2

By substructure: the compounds so far containing bromine
Structure | miR122 inh
CCOC(=O)c1c(-c2ccc(C)o2)csc1NC(=S)NC(=O)c1ccccc1Br | -2.4
N#Cc1c2ncn(CC(=O)c3ccc(Br)cc3)c(=O)c2c2n1CCC2 | -2.7

Later entries.
Structure | miR122 inh
CCOC(=O)N1CCN(C(=O)Nc2ccc3nc(C)sc3c2)CC1 | -5.3
CC1CCN(c2oc(-c3ccccc3Cl)nc2C#N)CC1 | 0.1
C=CCNc1nc(C2(C)CC3(CC(C)(C)OC3=O)C(=O)O2)cs1 (configuration not stated) | 0.5
CSc1nc(N)c2c3c(sc2n1)COC(C(C)C)C3 (configuration not stated) | 1.0
COc1ccccc1NC(=O)c1cc(S(=O)(=O)N2CCOCC2)ccc1Cl | -5.7
c1ccc(Cn2nnnc2C(c2cccs2)N2CCOCC2)cc1 (configuration not stated) | -3.0
CCC(C)c1ccc(O)c(N)c1 (configuration not stated) | 5.7
O=C1/C(=C/N(C(=O)c2ccco2)c2ccc(Br)cc2)Sc2ccccc21 | 3.9
C=CCn1c(N)c(C(=O)OC(C)CC)c2nc3ccccc3nc21 (configuration not stated) | 2.8
O=C1c2cccnc2-c2ncccc21 | 3.0

The list continues.
Structure | miR122 inh
O=C1OC(Nc2ccc(F)cc2F)c2ccccc21 (configuration not stated) | -4.8
Cc1cc(C)nc(Nc2ccc(N3CCOCC3)cc2)n1 | -3.8
CC1/C(=N/O)C(CN(C)C)C2CC1C2(C)C (configuration not stated) | -2.7
Cc1ccc(NC(=O)CSCc2cc(=O)n3ccsc3n2)cc1 | 1.3
Cc1nn(CC(=O)NCc2ccccc2)c(C)c1[N+](=O)[O-] | -14.1
Cc1cccc(CCNS(=O)(=O)c2ccc(S(=O)(=O)N3CCC(C)CC3)cc2)c1 | -0.6
CN(C)CCNc1ncnc2c1ncn2[C@H]1CN(Cc2ccco2)C[C@@H](CO)O1 | -3.6
O=C(CSCc1ccc(Br)cc1)Nc1ccc(S(=O)(=O)N2CCOCC2)cc1 | -2.0
O=C(Cc1cccs1)N1CCN(c2ccccn2)CC1 | -2.4
CCOc1ccc2[nH]c(=O)c(C(c3nnnn3Cc3ccco3)N3CCC(C)CC3)cc2c1 (configuration not stated) | 0.1

(list continues)
Structure | miR122 inh
COc1cccc(NC(=O)Cc2nnc(SCCOc3ccccc3)n2C)c1 | 1.6
O=C(CN(Cc1ccco1)C(=O)CNS(=O)(=O)c1ccc(F)cc1)NCc1ccc(F)cc1 | -0.1
COc1ccc(CCNC(=S)Nc2cc(C)cc(C)c2)cc1 | 3.1
Cc1c(NC(=O)c2ccccc2NS(=O)(=O)c2ccc(F)cc2)c(=O)n(-c2ccccc2)n1C | 0.2
CC(=O)N1CCN(S(=O)(=O)c2cccc(C(=O)NNC(=O)COc3ccc(Cl)cc3C)c2)CC1 | -0.4
Cc1cc(C)c2[nH]c(=O)c(CN(Cc3nnnn3C3CCCC3)C3CCCCC3)cc2c1 | -1.2
CC(=O)c1sc(NC(=O)c2c(F)cccc2F)nc1C | -4.6
CCSc1nc2c(c(=O)[nH]c(=O)n2C)n1C/C=C(/C)Cl | -5.5
FCCCOc1ccc(-c2nccc(-c3ccc(Cl)cc3)n2)cc1 | -3.5
COc1ccccc1N1CCN(C(c2ccc(F)cc2)c2nnnn2C(C)C)CC1 (configuration not stated) | -1.6

Later entries.
Structure | miR122 inh
O=c1[nH]c(CCl)nc2cc(-c3ccc(Cl)cc3)sc12 | 8.6
CC1CCN(CCCNC(=O)c2ccc(CS(=O)(=O)Cc3ccccc3F)o2)CC1 | -1.0
CN=C(NC)SC1CC(=O)N(c2ccccc2)C1=O (configuration not stated) | -3.9
CCOc1cccc(CNc2ccc(O)cc2)c1OCc1ccccc1Cl | -8.4
C=CCn1cnc2c(c1=O)c1nc3ccccc3nc1n2/N=C/c1cc(OC)c(OC)c(OC)c1 | -0.9
CC(C)(C)OC(=O)NCc1ccc(NC(=O)c2nc[nH]c2C(=O)NCCCNC(=O)c2[nH]cnc2C(=O)Nc2ccc(CNC(=O)OC(C)(C)C)cc2)cc1 | -1.0
C/C(=N/NC(N)=S)c1ccccc1[N+](=O)[O-] | -6.0
c1ccc(-n2ncc3c(N4CCC5(CC4)OCCO5)ncnc32)cc1 | -20.9
COc1cc(C2C(C(=O)c3ccc(C)o3)=C(O)C(=O)N2CCCn2ccnc2)cc(OC)c1OC (configuration not stated) | 0.2
O=C(CSc1nc2ccccc2o1)c1ccccc1 | -2.4

Following part.
Structure | miR122 inh
CCSc1nc(C)nc2c1oc1ccccc12 | 3.5
CCOc1ccc(NC(=O)CN(C)c2ccc(S(=O)(=O)N(C(C)C)C(C)C)cn2)cc1OCC | -7.4
O=C1CC(N2CCN(C3CC(=O)N(CCc4ccccc4)C3=O)CC2)C(=O)N1CCc1ccccc1 (configuration not stated) | -2.2
Cc1ccc(S(=O)(=O)N(C)CC(=O)O/N=C(\N)c2ccccn2)cc1 | -1.7
COc1cc2c(cc1OC)CN(C(C)C(=O)N1CCc3ccccc31)CC2 (configuration not stated) | -3.8
Cc1cc(NC(=O)CCN2C(=O)C3C4CCC(C4)C3C2=O)cc(C)c1Br (configuration not stated) | 5.8
COC(=O)c1ccccc1NC(=O)c1ccccc1SC | -2.5
Cc1ccc(N(C(=O)CC2NC(=O)NC2=O)C2(C(=O)NC3CCCC3)CCCCC2)cc1 (configuration not stated) | 0.4
CCOC(=O)c1c(C)[nH]c(C)c1C(=O)COC(=O)c1ccc(Cl)c(S(N)(=O)=O)c1 | 1.8
CC(=O)OC1CCC(OC(C)=O)c2c1n([O-])c(C)c(C)[n+]2=O (configuration not stated) | 2.7

(more compounds)
Structure | miR122 inh
Cc1cccc(OCCCN2CCCCCC2)c1 | -2.0
O=c1c2c3nc4ccccc4nc3n(-c3ccc4c(c3)OCCO4)c2ncn1C1CCCC1 | -7.3
COC(=O)CC1SC(=O)NC1=Nc1cccc(C)c1 (configuration not stated) | -0.4
OC(c1cccs1)c1nccc2ccccc12 (configuration not stated) | -10.5
Cc1c(NS(=O)(=O)c2cc(Br)cc3c2N(C(=O)C2CC2)CC3)c(=O)n(-c2ccccc2)n1C | -1.1
Cc1ccc(C(=O)NC(=S)Nc2ccccc2N2CCOCC2)cc1C | -4.3
Cc1c(CCC(=O)N2CCC[C@H]2C(=O)O)c(=O)oc2cc3oc4c(c3cc12)CCCC4 | 1.2
O=C(Nc1ccc(CN2CCOCC2)cc1)c1cc2ccccc2o1 | -4.5
Cc1nc2cccc(C)n2c(=O)c1Cl | -3.4
CCOC(=O)c1cc(-c2ccccc2)sc1NC(=S)Nc1cccc(C)n1 | -4.7

Retrieved one by one from the list above:
Structure | miR122 inh
O=c1c2c3nc4ccccc4nc3n(-c3ccc4c(c3)OCCO4)c2ncn1C1CCCC1 | -7.3
Cc1c(NS(=O)(=O)c2cc(Br)cc3c2N(C(=O)C2CC2)CC3)c(=O)n(-c2ccccc2)n1C | -1.1
COC(=O)CC1SC(=O)NC1=Nc1cccc(C)c1 (configuration not stated) | -0.4
CCOC(=O)c1cc(-c2ccccc2)sc1NC(=S)Nc1cccc(C)n1 | -4.7
Cc1nc2cccc(C)n2c(=O)c1Cl | -3.4

Next section
Structure | miR122 inh
Cc1cccc(C)c1NC(=O)CSCC(=O)O | -6.9
COc1cc(C(=O)N2CCC(NC(=O)C(Cc3ccccc3)NC(C)=O)CC2)cc(OC)c1OC (configuration not stated) | -0.7
O=S(=O)(NCCCN1CCN(c2ccccc2F)CC1)c1cccc2cccnc12 | -0.5
Cc1ccc(S(=O)(=O)NCC2CCC(C(=O)NCCCN3CCOCC3)CC2)cc1 (configuration not stated) | -5.7
CCNC(=O)CC(=O)Nc1ccccc1C(=O)O | 3.7
COc1cccc(NC(=O)CCc2nnc3ccc(N4CCN(c5cccc(OC)c5)CC4)nn23)c1 | -1.5
COC(=O)c1c(NC(=O)/C=C/C(=O)O)sc(Cc2ccccc2)c1C | -1.4
COc1ccc(OC)c(N=CC2=C(O)CC(C)(C)CC2=O)c1 | 2.9
CCOCc1nc(N)[nH]c(=O)c1Cc1ccc(OC(C)C)cc1 | 35.3
CCS(=O)(=O)N1CCCC(C(=O)NCC2CCCO2)C1 (configuration not stated) | -5.4

More results follow:
Structure | miR122 inh
CC(=O)N/C(=N/c1nc(C)cc(C)n1)Nc1ccc(NC(C)=O)cc1 | -6.6
Cc1oc2c(cc(NS(=O)(=O)c3cccs3)c3ccccc32)c1C(=O)OC(C)C | 30.2
O=c1c2ccccc2nc(/C=C/c2cccc([N+](=O)[O-])c2)n1CCCO | -18.1
COc1ccc(-c2cc(C(F)(F)F)n3nc(C(=O)NCCCn4ccnc4)cc3n2)cc1 | 5.8
CCC(=O)Nc1ccc(-c2nc(-c3ccccc3)n(CC(=O)N3CCCCC3)n2)cc1 | -1.8
COc1cc(NC(=O)c2ccccc2)c(OC)cc1Cl | 2.1
Cc1cccc(COCC(Cc2ccccc2)N2CCN(C(=O)c3cc(Cl)cc(Cl)c3)CCC2=O)c1 (configuration not stated) | -21.8
COc1ccc(CCNc2oc(COc3ccccc3F)nc2C#N)cc1OC | -9.4
CCOc1cc(/C=N/NC(N)=O)cc(Br)c1OCC(=O)Nc1cccc2ccccc12 | 1.2
O=C(Nc1ccc2ccccc2c1)c1cccnc1 | 0.4

Carrying on:
Structure | miR122 inh
Cc1nn2c(-c3ccc(Cl)cc3Cl)nnc2s1 | 1.9
C/C=C/COc1nc2c(c(=O)n(C)c(=O)n2C)n1C | -4.1
Cc1ccsc1C(=O)OCc1csc(-c2ccccc2)n1 | 7.8
Cc1ccc(C(=O)COC(=O)c2n[nH]c(=O)c3ccccc23)cc1 | -0.7
CC(C)c1nnc(SCc2ccc(CSc3nnc(C(C)C)n3N)cc2)n1N | -1.0
Cc1c(NC(=O)C(CC(=O)O)NCc2ccco2)c(=O)n(-c2ccccc2)n1C (configuration not stated) | -2.8
COc1ccc(CCNc2oc(-c3ccccc3OC)nc2C#N)cc1OC | 1.6
N/C(=N\OC(=O)c1ccccc1Cl)c1ccc(Cl)cc1 | 4.6
FC(F)(F)C1CCCN(c2nsc3ccccc23)C1 (configuration not stated) | -2.7
CCc1ccc(/C=C/C(=O)c2c(C)cc(C)[nH]c2=O)cc1 | 0.6

(further entries)
Structure | miR122 inh
O=C(c1cn(-c2ccccc2)nc1-c1cccs1)N1CCN(c2ccccc2)CC1 | 35.1
Nc1c(NCc2ccccc2F)c(=O)[nH]c(=O)n1Cc1ccccc1 | 15.7
CCOC(=O)C1=C(C)N(CCO)C(=O)NC1c1cccc(O)c1 (configuration not stated) | 6.9
Cc1cc2nc3c(nc2cc1C)C1(C(=O)O)CCC3(C)C1(C)C (configuration not stated) | -1.1
CCCCCCS(=O)Cc1ccccc1 (configuration not stated) | -2.1
CCC(C)c1c(O)nc(SCC(=O)c2ccccc2)[nH]c1=O (configuration not stated) | 0.4
O=S1(=O)C=C(Sc2nc3cc(Cl)ccc3o2)c2ccccc21 | -10.8
Cc1ccc(OCc2nnc(SCC(=O)NCc3ccccc3)n2C)cc1 | -2.9
CCCOc1ccc(C(=O)NNC(=S)NC(=O)c2cc(-c3ccc(Cl)cc3)nc3ccccc23)cc1 | -2.0
CN1CCN(c2oc(-c3ccccc3)nc2S(=O)(=O)c2ccc(Br)cc2)CC1 | 0.8

Next part:
Structure | miR122 inh
COCCN1C[C@@H](CO)O[C@@H](n2cnc3c(N4CCN(C)CC4)ncnc32)C1 | -9.0
CCCc1nnc(SCC(=O)N2CCCC(C)C2)n1CC1CCCO1 (configuration not stated) | -28.5
Cc1ccc(Cn2nnc3c(=O)n(Cc4cccc(C)c4)cnc32)cc1 | -14.0
Cc1ccc(NC(=O)c2ccco2)c(NC(=O)c2cccs2)c1 | 1.0
CC(C)OC(=O)C1C2C=CC3(CN(Cc4cccs4)C(=O)C13)O2 (configuration not stated) | -5.2
COc1cccc2c1N1C(=O)c3c(C(=O)O)cccc3C1CC2(C)C (configuration not stated) | -0.2
c1ccc(-c2cn3nc(-c4ccccc4)sc3n2)cc1 | -5.1
CC(C)CCOCC1CC2(CC(C)(c3csc(N)n3)OC2=O)C(=O)O1 (configuration not stated) | -1.5

The list is partial; rates above refer to the full screens.
